LEDGF integ inh: blocks HIV-1 LEDGF/p75-dependent DNA integration. inhibition, % at 3.7 µM. 370,000 compounds, 0.64% hits. AID 743269. TR-FRET IN-LEDGF/p75 DNA integration, Eu/Cy5;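 active means inhibition above the screen-wide mean plus 3 SD, cut at about 13% in these data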;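 further: signal is the Cy5 over europium emission ratio at 671 and 618 nm; 0% = plate median of compound wells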
TDP2 inh: blocks human TDP2 phosphodiesterase activity; O95551; recombinant TDP2, T5PNP hydrolysis, p-nitrophenol absorbance 415 nm; inhibition, % at 12.8 µM; 370,000 compounds, 0.34% hits;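 active means inhibition above the mean of all tested compounds plus 3 SD, set per campaign, cut at about 25% in these data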;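 further: 0% = DMSO with enzyme and 100% = buffer with substrate but no TDP2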
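Test system: Human TDP2 enzyme | Reagent: 5 mM T5PNP | Compound dosing: 12.8 µM single point, 1% DMSO | Incubation: Enzyme reaction with compound for 2 h at 37 °C | Technique: p-Nitrophenol epi absorbance | Read-out: % inhibition relative to enzyme-containing and enzyme-free wells | Benchmarks: High control without enzyme, low control DMSO plus TDP2 | Replicates: Singlicate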
SIAE inh: human SIAE inhibition, primary screen. Q9HAT2. SIAE FP-Rh probe binding, fluorescence polarization. inhibition, % at 9.66 µM. 370,000 compounds, 0.69% hits. AID 1053197;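 active means inhibition above a cutoff: mean of compounds within the control limits plus 3 SD of those, cut at about 17% in these data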;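 further: 0% = plate median of compound wells and 100% = probe without SIAE protein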
TCR-CD3 inh: blocks the human TCR-CD3 interaction. 360,000 compounds, 0.37% hits. TAMRA-labeled TCR probe fluorescence, biochemical. inhibition, % at 9.4 µM; in the data active means inhibition above about 19%;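 further: recombinant mutant TCR 2C K166C tagged with TAMRA read by polarization; 0% = receptor in buffer alone and 100% = receptor with positive control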
ABHD4 inh: inhibitors of mouse ABHD4; purified mABHD4, FP-Rh probe fluorescence polarization; 370,000 compounds, 0.54% hits; inhibition, % at 8.92 µM;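 active means inhibition exceeding the mean over every tested compound plus 3 SD, cut at about 30% in these data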;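 further: 0% = plate median of compound wells and 100% = S159A mutant with DMSO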
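Assay system: mABHD4 protein; medium: HEPES pH 7.0, NaCl, Pluronic buffer; dosing: 8.92 µM, single dose; schedule: 45 min + 60 min at 25 °C; signal: FP readout, ex 525 nm / em 598 nm; read-out: normalized percent inhibition of probe labeling; repeats: single replicate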
DDE Tn7 FP inh: DD(E)-Tn7 binding inhibition, primary FP screen | P02675 | FP displacement of FITC-Tn7 peptide from fibrin DD(E); 0% = median of compound wells per plate | inhibition, % at 8.3 µM | 370,000 compounds, 0.13% hits | AID 720508;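 active means inhibition above the mean of compounds falling within the control limits plus 3 SD of them, cut at about 14% in these data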;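 further: 0% = plate median of compound wells and 100% = 10 µM Aha-Tn7 peptide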
Target sequence (P02675 whole entry, looked up): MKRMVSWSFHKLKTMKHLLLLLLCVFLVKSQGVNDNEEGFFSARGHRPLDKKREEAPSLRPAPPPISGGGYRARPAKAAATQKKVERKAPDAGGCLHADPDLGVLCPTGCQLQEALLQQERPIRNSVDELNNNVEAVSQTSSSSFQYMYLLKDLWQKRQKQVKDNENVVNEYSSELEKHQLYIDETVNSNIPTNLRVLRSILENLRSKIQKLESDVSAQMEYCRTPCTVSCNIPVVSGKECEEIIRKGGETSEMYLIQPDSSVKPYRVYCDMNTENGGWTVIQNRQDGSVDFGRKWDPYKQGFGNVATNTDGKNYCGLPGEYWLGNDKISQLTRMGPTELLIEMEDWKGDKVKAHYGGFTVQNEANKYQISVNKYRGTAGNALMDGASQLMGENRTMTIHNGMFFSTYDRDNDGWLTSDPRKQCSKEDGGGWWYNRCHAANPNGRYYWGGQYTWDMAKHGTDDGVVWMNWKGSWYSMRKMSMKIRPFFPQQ
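Assay system: human fibrin DD(E). Input: DD(E) 2 µM final. Medium: Tris buffer with calcium and detergent, pH 7.8. Compound dosing: single point at 8.3 µM. Timing: 10 min plus 3 h, room temperature. Technique: fluorescence polarization of the labelled Tn7 tracer. Read-out: percent inhibition. Replicates: singlicate testing.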
HTRA1 inhibitor: HTRA1 (human) protease inhibition; Q92743; recombinant HTRA1, FP-rhodamine activity-based probe, fluorescence polarization; inhibition, % at 5.96 µM; 340,000 compounds, 0.5% hits; in the data active means inhibition above about 36%;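 further: 0% = enzyme with DMSO and 100% = wells lacking enzyme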
Target sequence (Q92743 whole entry, looked up): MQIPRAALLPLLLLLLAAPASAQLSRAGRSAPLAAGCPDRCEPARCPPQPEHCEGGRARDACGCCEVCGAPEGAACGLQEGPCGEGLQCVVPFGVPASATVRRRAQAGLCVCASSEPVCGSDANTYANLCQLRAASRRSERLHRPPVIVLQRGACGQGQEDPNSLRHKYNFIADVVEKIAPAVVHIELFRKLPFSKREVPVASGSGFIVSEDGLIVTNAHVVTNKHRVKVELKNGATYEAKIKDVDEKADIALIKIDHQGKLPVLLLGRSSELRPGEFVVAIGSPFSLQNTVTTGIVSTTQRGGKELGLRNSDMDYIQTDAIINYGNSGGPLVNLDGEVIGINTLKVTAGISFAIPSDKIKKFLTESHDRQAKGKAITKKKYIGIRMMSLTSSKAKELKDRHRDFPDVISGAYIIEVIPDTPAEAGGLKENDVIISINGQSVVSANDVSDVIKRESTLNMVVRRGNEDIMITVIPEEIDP
UHRF1 binding: UHRF1 methyl-DNA binding inhibition | inhibition, % at 4.4 µM | 370,000 compounds, 0.75% hits | UHRF1 binding to methylated oligo, TR-FRET; in the data active means inhibition above about 21%;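 further: UHRF1 SRA domain binding a hemimethylated CpG hairpin DNA probe; 0% = median of test compound wells and 100% = reference inhibitor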
PG9 Ab binder: small molecules binding HIV-1 gp120 antibody PG9 | TR-FRET gp120-PG9 antibody binding | inhibition, % at 6.7 µM | 360,000 compounds, 0.43% hits; in the data active means inhibition above about 8.5%
PRMT1 FP inh: inhibitors of human PRMT1 | Q99873 | recombinant PRMT1, activity-based probe fluorescence polarization | inhibition, % at 2.79 µM | 370,000 compounds, 1.3% hits;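 active means inhibition above about 21% made by adding two undisclosed values, limit read from the data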
Starred values were filed as active, the others as inactive; / = not tested or not shown. A portion of the library. The share of hits here may be higher or lower than overall.

smiles | LEDGF integ inh | TDP2 inh | SIAE inh | TCR-CD3 inh | ABHD4 inh | DDE Tn7 FP inh | HTRA1 inhibitor | UHRF1 binding | PG9 Ab binder | PRMT1 FP inh
c1cc2n(c1)-c1c(ccc3c1OCO3)CNC2c1ccc2c(c1)OCO2 (stereo unspecified) | -3 | -11 | 1 | -6 | 1 | -6 | 3 | 3 | 0.3 | 0
c1ccc2cc(CC3=NCCN3)ccc2c1 | -5 | -5 | -4 | 5 | 2 | 0 | 6 | 0 | -0.4 | -1
S=C(NCCc1ccccc1)N1Cc2cc(N3CCCCC3)ccc2-n2nncc2C1 | 0 | -1 | -10 | 2 | -32 | 0 | / | -1 | 1.7 | 1
Clc1ccc2c(c1)C(c1ccccc1Cl)=NCc1nnc(Br)n1-2 | -4 | 2 | 7 | -2 | 6 | 6 | -4 | -1 | -0.9 | 0
CN1OC[C@@H]2CN3C4(C[C@@H]21)c1ccccc1C3(c1ccccc1)c1ccccc14 | -2 | -2 | 3 | -6 | 0 | 1 | / | 0 | 0.4 | 4
Cc1ccc(C2C(=O)NC(=O)NC2=O)cc1 | 3 | -3 | 2 | -6 | 3 | -4 | 5 | -2 | -3.2 | 0
COc1cc2nc(N3CCN(C(=O)[C@@H]4CCCO4)CC3)nc(N)c2cc1OC | -2 | -2 | 5 | 5 | 1 | -5 | 2 | 6 | -2.4 | -3
O=C(COc1ccccc1)N1CCN(CC2CC=CCC2)CC1 (stereo unspecified) | -1 | 13 | 4 | 6 | 7 | -1 | -2 | -1 | 1.4 | -3
CC(C)CN(CC(C)C)C(=O)C1C2c3ccccc3C(c3ccccc32)C1C(=O)O (stereo unspecified) | -6 | -5 | 3 | 4 | 6 | 4 | -7 | 5 | -0.5 | 6
C=CCSc1nc2c(c(-c3ccsc3)c1C#N)CN(C)CC2 | 1 | 4 | 3 | 7 | 12 | 2 | 29 | -6 | 0.4 | 5
CCOC(=O)c1c(NC(=O)C(c2ccccc2)c2ccccc2)sc2c1C1CCN2CC1 | 1 | -13 | -13 | -3 | -12 | -1 | 0 | 8 | 3.3 | -1
CCCNC1=C(C)C(=O)C2=C(C1=O)C(COC(N)=O)[C@]1(OC)C3NC3CN21 (stereo partly specified) | 53* | -1 | 10 | 27* | 22 | -7 | 12 | 60* | -16 | 6
COC(=O)C1=C(c2ccc(S(C)(=O)=O)cc2)C[C@@H]2CC[C@H]1N2C(=O)NCCNC(C)=O | 0 | -3 | -2 | -1 | -6 | 1 | -2 | 0 | 1.6 | 4
COC(=O)C1=C(c2cccc(OCc3ccccc3)c2)C[C@@H]2CC[C@H]1N2C(=O)NC1CCN(Cc2ccccc2)CC1 | -1 | 5 | -2 | 1 | 9 | 0 | -22 | 0 | -0.5 | -1
O=C(c1ccc2c(c1)OCO2)C1CCCN(CC2CCCCC2)C1 (stereo unspecified) | -1 | 8 | -5 | -3 | 1 | 1 | -2 | -1 | -1.3 | -1
N#CC1=C(N)Oc2c(c(=O)oc3ccccc23)C1c1ccc([N+](=O)[O-])o1 (stereo unspecified) | 5 | 1 | 22* | 2 | 10 | 0 | 4 | 3 | -0.7 | 11
CCCCc1nc2ccccc2c(=O)n1-c1ccccc1[N+](=O)[O-] | -2 | 3 | 2 | 1 | -10 | 7 | -9 | -1 | -0.5 | -2
CS(=O)(=O)c1ccc(C2=C(CNC(=O)c3ccncc3)[C@H]3CC[C@@H](C2)N3CCOc2ccccc2)cc1 | -4 | 3 | -1 | 2 | 0 | 11 | 4 | 0 | 1.0 | -3
Cc1cc(NCCN)nc2ccccc12 | -2 | 3 | -3 | 7 | -2 | 14 | 1 | -3 | 1.4 | 2
O=S(=O)(c1ccc(Cl)cc1)N1CCCCC1c1cccnc1 (stereo unspecified) | -6 | 3 | 11 | 1 | 6 | 4 | 14 | 1 | -0.2 | 0
COc1cc(C(c2c(C)[nH]n(-c3ccccc3)c2=O)c2c(C)[nH]n(-c3ccccc3)c2=O)cc(OC)c1OC | 43* | 90* | 8 | 3 | 4 | -1 | 15 | 18 | -2.0 | 1
O=C(O)C1CN2CCC1CC2 (stereo unspecified) | 1 | 9 | -1 | 6 | -1 | -3 | -1 | -1 | -1.5 | 1
O=c1[nH]c(=S)n(C2CC2)c(O)c1/C=N/Nc1ccccc1 | 4 | -9 | -1 | -16 | -14 | 1 | -4 | 1 | -2.4 | 19
COC(COC(N)=O)C1=C(N2CC2)C(=O)C(C)=C(N2CC2)C1=O (stereo unspecified) | 4 | 3 | 5 | 9 | 7 | 5 | 9 | -4 | -21 | 4
CCN1CCN(c2ccc(NC(=O)C(C)C)cc2Cl)CC1 | -1 | 3 | 6 | 7 | 7 | 5 | 1 | -2 | -0.8 | -1
COC(=O)c1ccc(COc2cc(C)cc3oc(=O)c4c(c23)CCCC4)o1 | -4 | -3 | -2 | -3 | -2 | -2 | -9 | 4 | 0.0 | 4
CCOc1ccc(-n2c(O)c(C=NCCCn3ccnc3)c(=O)[nH]c2=O)cc1 | -8 | -7 | 5 | -2 | -1 | 1 | 12 | 5 | 1.1 | 1
COc1ccc(CN2C(=O)CC(=O)NC2=O)cc1 | -1 | -3 | 2 | 1 | 2 | 6 | 1 | -1 | 1.8 | 12
CCOC(=O)c1nc2ccccc2c(=O)n1-c1ccc(C)cc1 | -1 | 4 | -3 | -2 | 0 | -1 | 2 | 8 | 1.9 | 4
Fc1ccc(C2=CCN(C(c3cccs3)c3nnnn3CCc3ccccc3)CC2)cc1 (stereo unspecified) | -5 | 8 | -3 | -2 | -9 | 1 | -32 | -2 | 0.7 | 0

Taken from the results shown, 2 compounds:
smiles | LEDGF integ inh | TDP2 inh | SIAE inh | TCR-CD3 inh | ABHD4 inh | DDE Tn7 FP inh | HTRA1 inhibitor | UHRF1 binding | PG9 Ab binder | PRMT1 FP inh
COc1ccc(CN2C(=O)CC(=O)NC2=O)cc1 | -1 | -3 | 2 | 1 | 2 | 6 | 1 | -1 | 1.8 | 12
CCOC(=O)c1nc2ccccc2c(=O)n1-c1ccc(C)cc1 | -1 | 4 | -3 | -2 | 0 | -1 | 2 | 8 | 1.9 | 4

New compounds follow.
Second line of a record: LEDGF integ inh | TDP2 inh | SIAE inh | TCR-CD3 inh | ABHD4 inh | DDE Tn7 FP inh | HTRA1 inhibitor | UHRF1 binding | PG9 Ab binder | PRMT1 FP inh
- COc1ccc(Cl)cc1N=Cc1c(O)n(C)c(=O)n(C)c1=O
 : -6 | -5 | -1 | -1 | 0 | -6 | 2 | 1 | 0.2 | -1
- O=C(NCc1cccnc1)Nc1ccc([N+](=O)[O-])cc1
 : -1 | -1 | 1 | 4 | 4 | 2 | 2 | 2 | -1.8 | -1
- CN1CCN(c2ccc(F)cc2N)CC1
 : 8 | -14 | 12 | -2 | -12 | -1 | 3 | -1 | 0.0 | -6
- C[C@]12C=CC(=O)C=C1CC[C@@H]1C2CC[C@]2(C)OC(=O)CCC12 (stereo partly specified)
 : -5 | -1 | 0 | 6 | 5 | -1 | -1 | 0 | -0.7 | -4
- CC1=CC(=O)OC2CC3OC4C[C@@H](C)C5OC6CC7O[C@]8(C)C/C=C\C9OC%10CC%11OC(CC(C)CO)CC(O)[C@]%11(C)OC%10CC9OC8C[C@]7(C)O[C@]6(C)CCC5OC4C[C@]3(C)OC12 (stereo partly specified)
 : 2 | 1 | 1 | -2 | 2 | -3 | -3 | 1 | -1.6 | -1
- CCCCC(=O)N/N=C/c1c(O)n(-c2ccccc2)c(=O)[nH]c1=O
 : 0 | -2 | 0 | 1 | -2 | 7 | 1 | -1 | -0.6 | -4
- COc1ccccc1N=Cc1c(O)n(C)c(=O)n(C)c1=O
 : -4 | 15 | 3 | 0 | 6 | 10 | 2 | -1 | 0.3 | -2
- COC(=O)C1=C(C(=O)OC)SC2(S1)C(C(=O)OC)=C(C(=O)OC)Sc1c2ssc1=O
 : 0 | -7 | 2 | -4 | 8 | 2 | 10 | -21 | -0.3 | 105*
- CCN1CCN(C(=O)COc2ccc(S(=O)(=O)Nc3ccc(Cl)cc3)cc2)CC1
 : 3 | -4 | -3 | 10 | 1 | 3 | -1 | 0 | -1.4 | 2

Fetched one by one from the list above (5):
Second line of a record: LEDGF integ inh | TDP2 inh | SIAE inh | TCR-CD3 inh | ABHD4 inh | DDE Tn7 FP inh | HTRA1 inhibitor | UHRF1 binding | PG9 Ab binder | PRMT1 FP inh
- CC1=CC(=O)OC2CC3OC4C[C@@H](C)C5OC6CC7O[C@]8(C)C/C=C\C9OC%10CC%11OC(CC(C)CO)CC(O)[C@]%11(C)OC%10CC9OC8C[C@]7(C)O[C@]6(C)CCC5OC4C[C@]3(C)OC12 (stereo partly specified)
 : 2 | 1 | 1 | -2 | 2 | -3 | -3 | 1 | -1.6 | -1
- CCCCC(=O)N/N=C/c1c(O)n(-c2ccccc2)c(=O)[nH]c1=O
 : 0 | -2 | 0 | 1 | -2 | 7 | 1 | -1 | -0.6 | -4
- O=C(NCc1cccnc1)Nc1ccc([N+](=O)[O-])cc1
 : -1 | -1 | 1 | 4 | 4 | 2 | 2 | 2 | -1.8 | -1
- COc1ccccc1N=Cc1c(O)n(C)c(=O)n(C)c1=O
 : -4 | 15 | 3 | 0 | 6 | 10 | 2 | -1 | 0.3 | -2
- CCN1CCN(C(=O)COc2ccc(S(=O)(=O)Nc3ccc(Cl)cc3)cc2)CC1
 : 3 | -4 | -3 | 10 | 1 | 3 | -1 | 0 | -1.4 | 2

High-throughput results: PubChem, The Scripps Research Institute Molecular Screening Center
